# Screening results deposited in PubChem by NCI.
# yeast bub3 – NCI yeast anticancer drug screen, S. cerevisiae bub3 mutant strain; 78,000 tested, 9.9% active; growth inhibition, % at 50 µM;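 further: 0% = growth of vehicle-only cultures of the same strain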
#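 Growth of a checkpoint-deficient yeast mutant is measured after compound exposure. Values represent inhibition relative to vehicle.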
# cln2 rad14 – NCI yeast anticancer drug screen, S. cerevisiae cln2 rad14 strain; growth inhibition, % at 50 µM; 78,000 tested, 8.3% active; AID 165;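 further: 0% = growth of vehicle-only cultures of the same strain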
#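 Yeast carrying cln2 and rad14 alterations (cell cycle control and DNA damage repair) were exposed to compounds. Growth inhibition was measured against vehicle-treated controls.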
# mec2-1 – NCI yeast anticancer drug screen, S. cerevisiae mec2-1 strain; growth inhibition, % at 50 µM; AID 157; 79,000 tested, 9% active;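 further: 0% = growth of vehicle-only cultures of the same strain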
#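 Growth inhibition is read against vehicle-treated controls after compound exposure of the mec2-1 yeast strain, which is defective in DNA damage repair or cell cycle control.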
# yeast mlh1 rad18 – NCI yeast anticancer drug screen, S. cerevisiae mlh1 rad18 strain. % growth inhibition at 50 µM. 79,000 tested, 11% active;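 further: 0% = growth of vehicle-only cultures of the same strain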
#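 Read-out is yeast growth inhibition, calculated against vehicle-only controls. The compound was applied to a strain engineered with DNA damage repair alterations.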
# rad50 – NCI yeast anticancer drug screen, S. cerevisiae rad50 strain. growth inhibition, % at 50 µM. 79,000 tested, 10% active;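 further: 0% = growth of vehicle-only cultures of the same strain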
#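 DNA repair mutant yeast, compound exposure, growth read-out; inhibition is taken relative to vehicle.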
# yeast sgs1 mgt1 – NCI yeast anticancer drug screen, S. cerevisiae sgs1 mgt1 strain; growth inhibition, % at 50 µM; 78,000 tested, 10% active;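 further: 0% = growth of vehicle-only cultures of the same strain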
#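 Growth of a repair-deficient yeast mutant was monitored after compound treatment and expressed as inhibition relative to vehicle-treated cultures.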
# * hit, by the source's call; / = not tested or not shown; & = joins results of further samples. No stated cut-off is given here; in the data, active means growth inhibition above about 70%; inactive means the rest. Hits appear at their usual frequency; 13% or so of the library scored in one or more.
1: CCCCCCCCCC[n+]1cccc(C(N)=O)c1
2: OC(Cc1ccccc1)(Cc1ccccc1)c1ccccc1
3: O=NN(CCCl)C(=O)Oc1ccccc1
4: Cc1cccc(C(=O)c2ccc(C)cc2C)c1
5: CN(C)C(=S)N(C(=S)N(C)C)c1ccc(Cl)cc1
6: CNC(=O)c1cccnc1
7: CC(=O)OC1CCC2(C)C(=CC=C3C4CCC(=O)NC4(C)CCC32)C1 (stereo not given)
8: CCn1cnc2c(SC)ncnc21

Screen / compound no.,1,2,3,4,5,6,7,8
yeast bub3,-1,88*,-2,-1,3,-12,-4,14
cln2 rad14,4,94*,0,7,-4,7,11,16
mec2-1,-17,78*,-11,7,-12,-26,0,-3
yeast mlh1 rad18,29,96*,-11,5,-18,-8,2,13
rad50,4,89*,-2,17,-8,-5,20,22
yeast sgs1 mgt1,14,78*,0,-8,-7,-21,21,5

9: CCOC(=O)C(Cl)Cc1ccccc1 (stereo not given)
10: CCOC(=O)c1cc(=O)c2ccccc2[nH]1
11: Nc1c(-c2ncc[nH]2)ncn1CC(O)C(O)C(O)CO (stereo not given)
12: CC(C)C1=CC(=O)C2=C(CCC3C(C)(C(=O)O)CCC[C@]23C)C1=O (stereo not given in full)
13: CC(C)N(CCn1c2c3ccccc3ccc2c2oc(=O)c3ccccc3c21)C(C)C
14: CCOC(CC)C(O)(c1ccc(N(C)C)cc1)c1ccc(N(C)C)cc1 (stereo not given)
15: CCc1cc2c(c3[nH]ccc13)[C@@H](C)C[C@H]2C
16: O=C(O)/C=C/C(=O)Nc1ccc(Cl)cc1

Screen / compound no.,9,10,11,12,13,14,15,16
yeast bub3,-5,-1&-9,3,92*,-3,99*,92*,49
cln2 rad14,5,-11&-37,23,91*,12,98*,84*,-5
mec2-1,13,-6&1,20,93*,-24,98*,84*,35
yeast mlh1 rad18,2,-3&-4,18,92*,-8,98*,88*,39
rad50,5,-14&-9,8,92*,14,98*,73*,34
yeast sgs1 mgt1,13,-21&-8,12,93*,-3,99*,85*,42

17: N=c1nc2n(cc1F)[C@@H]1O[C@H](CO)[C@@H](O)[C@@H]1O2
18: O=c1c2ccccc2nc(-c2ccccc2)n1/N=C/c1ccccc1[N+](=O)[O-]
19: N#CCCN(CCC#N)c1ccc(/C=C2\N=C(c3cc([N+](=O)[O-])ccc3Cl)OC2=O)cc1
20: N=C(N)n1ncc2c1CCCC2=O
21: COC(=O)C1(CC(=O)c2c(C)[nH]c3ccccc23)NC(=S)NC(=O)C1C#N (stereo not given)
22: CC(NCCOc1ccccc1)c1ccccc1 (stereo not given)
23: CC1CCC2c3c([nH]c4ccccc34)C3C(=O)N(C4CCCCC4)C(=O)C3C2C1 (stereo not given)
24: Cc1ccc(S(=O)(=O)c2ccccc2)s1

Screen / compound no.,17,18,19,20,21,22,23,24
yeast bub3,13,18,5,6,-11,-1,4,-5
cln2 rad14,9,8,25,-20,-5,11,3,-1
mec2-1,-4,1,14,20,15,33,0,-28
yeast mlh1 rad18,-12,-56,-7,2,26,9,2,-1
rad50,13,18,-8,-17,-6,9,6,-2
yeast sgs1 mgt1,4,27,-16,-6,-21,3,2,5

25: c1ccc2c(c1)c1ccccc1c1c3ccccc3c3ccccc3c21
26: C=C[C@]1(C)C[C@@H](OC(=O)CO)[C@@]2(C)[C@H](C)CC[C@]3(CCC(=O)[C@H]32)[C@@H](C)[C@@H]1O
27: CCOC(=O)c1[nH]n(-c2ccccc2)c(=O)c1/C=N/C(=S)NNC(C)=O
28: CCOC(=O)N1C=CC2C(CC(=O)OC)C2N1C(=O)OCC (stereo not given)
29: C=CC(C)C(C)(C)O (stereo not given)
30: CCOC(=O)CCC1CCCCC1
31: COc1ccc(Cc2cc(N=O)c(OC)cc2O)cc1
32: CCOC(=O)CCC(N)C(N)=O (stereo not given)

Screen / compound no.,25,26,27,28,29,30,31,32
yeast bub3,1,-49,10,8,-14,-3,-4,11
cln2 rad14,-19,30,4,8,4,1,-22,9
mec2-1,-15,-23,-6,13,-44,-8,-7,-6
yeast mlh1 rad18,-20,-2,-6,12,-2,8,-11,24
rad50,-11,-29,-23,-7,-3,-1,-12,28
yeast sgs1 mgt1,-1,14,-26,8,-1,-19,1,16

33: CCCCCCCCCc1cc(=O)c2c(O)cccc2o1
34: CN(C)c1cc[n+](-c2c([O-])c3ccccc3n(-c3ccccc3)c2=O)cc1
35: Clc1ncnc2c1cnn2-c1ccccc1
36: O=c1c2ccccc2nc(-c2ccccc2)n1NC(=S)Nc1cccc(Cl)c1
37: CC1OC(n2cc(F)c(=O)[nH]c2=O)CCC1O (stereo not given)
38: NC(Cc1ccc(O)cc1)C(=O)NCCS(=O)(=O)O (stereo not given)
39: CC(CO)c1ccccc1 (stereo not given)
40: c1ccc(CNC(c2ccccc2)C(NCc2ccccc2)c2ccccc2)cc1 (stereo not given)

Screen / compound no.,33,34,35,36,37,38,39,40
yeast bub3,19,5,-3,29,-29,19,-13,6
cln2 rad14,-20,13,-31,-72,-10,11,-32,-38
mec2-1,-31,6,-9,-27,10,10,1,-1
yeast mlh1 rad18,-22,21,-6,1,-61,1,-4,10
rad50,-26,20,-4,7,7,2,8,-7
yeast sgs1 mgt1,-11,14,1,4,33,27,-14,-14

41: CCN(CC)c1ccc(NC(c2ccccc2)C(O)c2ccccc2)cc1 (stereo not given)
42: Cc1nnc2sc(N/N=C/c3ccccc3)nn12
43: COc1ccc(OC(=O)Nc2cccc(C(C)=O)c2)cc1
44: CCOC(=O)c1ccnc(F)c1
45: CCC(=O)OCOc1ccc(/C=C2\CCC(CN(C)C)C2=O)cc1 (stereo not given)
46: COC(=O)CCc1cc(=O)oc2c(I)c(O)cc(O)c12
47: CCCc1cc(=O)oc2c3c(cc(OC(C)C)c12)O[C@H](C)[C@H](C)[C@@H]3O
48: CCOC(=O)c1cc2c(oc1=O)-c1cc(C)ccc1OC2C (stereo not given)

Screen / compound no.,41,42,43,44,45,46,47,48
yeast bub3,13,-10,22,1,84*,1,-8,-38
cln2 rad14,-28,-14,2,-9,91*,10,-1,-41
mec2-1,10,-30,42,-16,93*,-2,0,-15
yeast mlh1 rad18,36,-71,3,4,91*,42,19,11
rad50,8,-36,8,4,93*,20,4,-9
yeast sgs1 mgt1,-5,-69,10,-6,92*,25,-11,9

49: Clc1ccc(CN2CCN(Cc3ccc(Cl)cc3)C2c2ccc(Cl)cc2)cc1
50: C=C1C(=O)O[C@@H]2[C@H]3O[C@]3(C)CCC=C(C)CC[C@@H]12
51: COc1cc2cc[n+](C)c(Cc3ccc(Oc4cc(Cc5c6cc(OC)c(OC)cc6cc[n+]5C)ccc4OC)cc3)c2cc1OC
52: CC(=O)Nc1cc(Cl)c(Oc2ccccc2)cc1[N+](=O)[O-]
53: Cc1ccc(C(=O)N(C)C)cc1
54: Clc1cccc(/C=N\N=C\c2cccc(Cl)c2)c1
55: CCCCCC[N+]12CC=C3COC(=O)C(C)(O)C(C)(O)C(C)C(=O)OC(CC1)C32 (stereo not given)
56: c1ccc([P+](c2ccccc2)(c2ccccc2)c2ccc([P+](c3ccccc3)(c3ccccc3)c3ccccc3)c3ccccc23)cc1

Screen / compound no.,49,50,51,52,53,54,55,56
yeast bub3,28,-12,23,52,-4,-2,-3,5
cln2 rad14,69,9,-6,33,2,-9,14,17
mec2-1,34,-7,-10,28,-4,-8,-6,4
yeast mlh1 rad18,27,-7,-31,15,-1,5,8,5
rad50,22,-3,38,19,5,-5,1,-4
yeast sgs1 mgt1,54,2,18,28,-3,6,0,-2

57: CC/C(=C/CO)c1ccccc1
58: Cc1cc2c(SCc3ccccc3Cl)nc(N)nc2nc1C
59: COc1cccc(Oc2ccc(C(F)(F)F)cc2[N+](=O)[O-])c1
60: CC(=O)O[C@@H]1CC[C@@]2(C)C(CC[C@H]3[C@@H]4CC[C@H]([C@H](C)CCc5nc6ccc(C)cc6[nH]5)[C@@]4(C)CC[C@@H]32)C1 (stereo not given in full)
61: CNC(CCCC1CCCCC1)C(=O)O (stereo not given)
62: CC(C)=CCc1c(O)ccc(C(=O)C2C(c3c(O)cc(-c4cc5ccc(O)cc5o4)cc3O)C=C(C)CC2c2ccc(O)cc2O)c1O (stereo not given)
63: O=c1c(=O)n(CCO)n(CCO)c(=O)n1CCO
64: Oc1ccc2ccccc2c1-c1c(OC(c2ccccc2)c2ccccc2)ccc2ccccc12

Screen / compound no.,57,58,59,60,61,62,63,64
yeast bub3,11,-13,63,-12,13,88*,/,-5
cln2 rad14,6,-35,-43,-11,11,89*,/,-29
mec2-1,6,12,16,6,6,91*,-29,-19
yeast mlh1 rad18,36,32,27,17,-7,88*,-18,-13
rad50,46,16,-15,2,-3,87*,-30,6
yeast sgs1 mgt1,18,6,26,-19,0,90*,/,0

65: O=C1OC(=O)C2C1C1CCC2(C2OCCO2)O1 (stereo not given)
66: CC1CN(C(=O)C2CCCN(CCc3ccccc3)C2)CC(C)O1 (stereo not given)
67: O=C1c2ccccc2C(=O)c2c1ccc(C(=O)O)c2-c1ccc2ccccc2c1
68: CN(NC(=O)/C(=C/c1c(O)ccc2ccccc12)NC(=O)c1ccccc1)c1cn[nH]c(=O)c1Cl
69: CCOC(=O)C(C)(C(C)=O)c1nc(=S)[nH]c(=S)[nH]1 (stereo not given)
70: Cc1ccc(OCC(O)CN2CCN(c3ccc(C)cc3)CC2)cc1 (stereo not given)
71: O=S(=O)(c1ccccc1)C1C2CCC(O2)C1S(=O)(=O)c1ccccc1 (stereo not given)
72: O=C1CN(c2cccc(C(F)(F)F)c2)C(=O)CN1/N=C/c1ccco1

Screen / compound no.,65,66,67,68,69,70,71,72
yeast bub3,10,2,96*,10,7,5,30,14
cln2 rad14,18,15,97*,1,-20,-36,31,15
mec2-1,-10,3,98*,-1,8,-10,8,2
yeast mlh1 rad18,-25,23,97*,24,-5,0,10,16
rad50,2,25,97*,12,4,27,19,9
yeast sgs1 mgt1,-1,53,98*,10,2,36,16,17

# Ordered by number of heavy atoms (rising): part of the list above
61: CNC(CCCC1CCCCC1)C(=O)O (stereo not given)
65: O=C1OC(=O)C2C1C1CCC2(C2OCCO2)O1 (stereo not given)
63: O=c1c(=O)n(CCO)n(CCO)c(=O)n1CCO
59: COc1cccc(Oc2ccc(C(F)(F)F)cc2[N+](=O)[O-])c1
66: CC1CN(C(=O)C2CCCN(CCc3ccccc3)C2)CC(C)O1 (stereo not given)
72: O=C1CN(c2cccc(C(F)(F)F)c2)C(=O)CN1/N=C/c1ccco1
67: O=C1c2ccccc2C(=O)c2c1ccc(C(=O)O)c2-c1ccc2ccccc2c1
64: Oc1ccc2ccccc2c1-c1c(OC(c2ccccc2)c2ccccc2)ccc2ccccc12
60: CC(=O)O[C@@H]1CC[C@@]2(C)C(CC[C@H]3[C@@H]4CC[C@H]([C@H](C)CCc5nc6ccc(C)cc6[nH]5)[C@@]4(C)CC[C@@H]32)C1 (stereo not given in full)
62: CC(C)=CCc1c(O)ccc(C(=O)C2C(c3c(O)cc(-c4cc5ccc(O)cc5o4)cc3O)C=C(C)CC2c2ccc(O)cc2O)c1O (stereo not given)

Screen / compound no.,61,65,63,59,66,72,67,64,60,62
yeast bub3,13,10,/,63,2,14,96*,-5,-12,88*
cln2 rad14,11,18,/,-43,15,15,97*,-29,-11,89*
mec2-1,6,-10,-29,16,3,2,98*,-19,6,91*
yeast mlh1 rad18,-7,-25,-18,27,23,16,97*,-13,17,88*
rad50,-3,2,-30,-15,25,9,97*,6,2,87*
yeast sgs1 mgt1,0,-1,/,26,53,17,98*,0,-19,90*

# Next compounds follow:
73: N/N=C1/C=Cc2cccc3cccc1c23
74: O=C(Nc1ccccc1)OCCN=C1c2ccccc2CCc2ccccc21
75: OC(c1ccccc1)c1cccc(C(O)c2ccccc2)c1 (stereo not given)
76: CC[n+]1c(/C=C\N(C(C)=O)c2ccccc2)oc2ccccc21
77: COS(=O)(=O)C1C(=O)C2(C)CCC1C2(C)C (stereo not given)
78: O=C(CCc1cc(-c2ccc(F)cc2)n[nH]1)N(Cc1ccccc1)Cc1ccccc1
79: Cn1cnc([N+](=O)[O-])c1C(=O)NCCCl
80: Cc1cc(Cc2c(F)c(F)c(Cc3cc(C)no3)c(F)c2F)on1

Screen / compound no.,73,74,75,76,77,78,79,80
yeast bub3,16,84*,-7,6,14,-20,-9,0
cln2 rad14,30,84*,2,-1,26,2,-28,1
mec2-1,-37,76*,-5,-25,2,11,-8,6
yeast mlh1 rad18,38,89*,-8,-8,16,-9,-17,18
rad50,19,66,-12,-21,38,-20,-8,8
yeast sgs1 mgt1,15,82*,-8,-9,30,-28,-21,9
